Source: PubChem
PriA SSB inh: inhibitors of Klebsiella pneumoniae PriA binding to SSB C-terminal tail, primary screen, biochemical, AlphaScreen; PriA–SSB C-terminal tail interaction (Klebsiella pneumoniae); AlphaScreen SSBct-PriA binding, biotinylated peptide; inhibition, % at 33 µM; 430,000 compounds, 0.6% hits; in the data active means inhibition mostly above about 37%, no sharp cut-off; inactive means mostly below about 20%;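 further: plate controls were negative control peptide for no effect and reference peptide for full effect; strong numbers were not always called active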
Yp Topo-I inh: Yersinia pestis topoisomerase I inhibitors, primary screen, biochemical, cleavage product accumulation, plate reader, single point | Y. pestis Topo-I cleavage product accumulation | activity, % at 10 µM | 360,000 compounds, 0.064% hits | DNA topoisomerase I (Yersinia pestis CO92) | AID 504884, 2011; in the data active means activity above about 50%, passing the limit was not always enough; further: inactives centre near 2
SARS 3CLpro inh: SARS-CoV 3CLpro protease inhibitors, primary screen, biochemical, quenched FRET | Replicase polyprotein 1ab (Severe acute respiratory syndrome coronavirus), P0C6X7 | recombinant SARS-CoV 3CLpro, quenched FRET peptide cleavage | inhibition, % at 6 µM | 290,000 compounds, 0.14% hits; in the data active means inhibition above about 12%
PfHsp40 yeast: rescue of yeast from PfHsp40 toxicity, primary screen, S. cerevisiae, ATP luminescence; S. cerevisiae expressing PfHsp40, growth rescue; growth rescue, % at 12.5 µM; 340,000 compounds, 0.68% hits; in the data active means growth rescue above about 28%, passing the limit was not always enough;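 further: yeast W303a lacking pdr1 and pdr3 grown in galactose medium; growth measured after three days at 30 °C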
TcdB inh: TcdB glycohydrolase inhibitors, primary screen, biochemical, single point, plate reader; inhibition, % at 9.99 µM; 350,000 compounds, 0.24% hits; TcdB glycohydrolase enzymatic assay; AID 652162, 2013; in the data active means inhibition above about 10%
BoNT A protease: BoNT/A light chain protease inhibitors, primary screen, biochemical, flow cytometry, MLPCN library | multiplex microsphere protease substrate cleavage | 360,000 compounds, 0.17% hits | Botulinum neurotoxin type A light chain protease (Clostridium botulinum A str. ATCC 3502) | AID 588499, 2011 | inhibition, % at 10 µM; further: plate controls were buffer without enzyme for full effect and enzyme alone for no effect
CCHFV vOTU inh: CCHFV vOTU protease inhibitors, primary screen, biochemical, Pep-AMC substrate, fluorescence | Crimean-Congo hemorrhagic fever virus L polyprotein viral ovarian tumor (vOTU) protease … | inhibition, % at 11.5 µM | 370,000 compounds, 0.55% hits; in the data active means inhibition above about 30%; further: 0% = vehicle wells with enzyme and 100% = no enzyme wells
Anthrax LF inh2: Bacillus anthracis LF protease inhibitors, primary screen, biochemical, multiplex microsphere, MLPCN library; multiplex microsphere protease cleavage assay; inhibition, % at 10 µM; AID 588501, 2011; 360,000 compounds, 0.12% hits; Lethal factor (Bacillus anthracis), P15917; further: plate controls were buffer without enzyme for full effect and enzyme alone for no effect
Target sequence (P15917 whole entry, looked up): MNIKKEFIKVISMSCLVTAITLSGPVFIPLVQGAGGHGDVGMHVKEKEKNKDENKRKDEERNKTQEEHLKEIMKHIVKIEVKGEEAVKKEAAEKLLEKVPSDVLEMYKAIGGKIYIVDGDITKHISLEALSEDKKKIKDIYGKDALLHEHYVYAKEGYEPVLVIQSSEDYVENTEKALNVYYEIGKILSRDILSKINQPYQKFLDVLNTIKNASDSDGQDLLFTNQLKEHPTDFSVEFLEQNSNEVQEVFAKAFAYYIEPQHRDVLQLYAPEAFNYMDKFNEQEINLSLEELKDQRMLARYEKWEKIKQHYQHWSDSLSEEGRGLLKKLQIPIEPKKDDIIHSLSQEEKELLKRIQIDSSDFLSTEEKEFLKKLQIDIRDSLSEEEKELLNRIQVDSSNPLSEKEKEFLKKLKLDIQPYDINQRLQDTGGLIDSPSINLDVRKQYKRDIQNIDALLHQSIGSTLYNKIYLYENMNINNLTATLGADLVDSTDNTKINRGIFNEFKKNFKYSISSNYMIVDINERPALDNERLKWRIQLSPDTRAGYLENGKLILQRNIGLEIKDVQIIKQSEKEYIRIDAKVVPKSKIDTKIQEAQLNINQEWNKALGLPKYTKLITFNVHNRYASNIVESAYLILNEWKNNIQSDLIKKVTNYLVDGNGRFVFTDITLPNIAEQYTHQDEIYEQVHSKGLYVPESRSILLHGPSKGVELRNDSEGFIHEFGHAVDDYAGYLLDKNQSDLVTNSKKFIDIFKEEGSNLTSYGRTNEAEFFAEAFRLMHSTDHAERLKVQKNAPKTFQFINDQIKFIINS
DUSP3 inh: VHR1 phosphatase inhibitors, primary screen, biochemical, absorbance, uHTS. recombinant VHR phosphatase, pNPP absorbance. inhibition, % at 13.3 µM. Dual specificity protein phosphatase 3 (Homo sapiens), P51452. AID 1654, 2009. 290,000 compounds, 0.52% hits; in the data active means inhibition above about 50%; further: some compounds called inactive have numbers as strong as hits
Target sequence (P51452 whole entry, looked up): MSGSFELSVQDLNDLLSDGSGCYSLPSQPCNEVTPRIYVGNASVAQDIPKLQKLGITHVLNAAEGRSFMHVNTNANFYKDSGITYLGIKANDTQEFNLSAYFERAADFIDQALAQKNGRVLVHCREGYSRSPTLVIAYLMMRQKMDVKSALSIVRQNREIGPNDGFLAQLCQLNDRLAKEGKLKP
Vc quorum ag: inducers of Vibrio cholerae quorum light production without autoinducers, primary screen, BH1578 luxS cqsA deficient, single point; activation, % at 18.7 µM; 350,000 compounds, 0.16% hits; V. cholerae BH1578 lux reporter, luminescence, 6 h; in the data active means activation mostly above about 9.7%, no sharp cut-off; further: not every result past the cut was called active; inactives centre near 0; reference of the scale not given here
Active calls of the source: *; i = inactive; · = no result given; & = joins results of further samples. Unless noted, no stated cut-off is given here; in the data, active means inhibition above about 30%; inconclusive means no clear call, values can overlap the other calls; inactive means below that. The list is partial, so the mix of outcomes need not match the whole.

SMILES | PriA SSB inh | Yp Topo-I inh | SARS 3CLpro inh | PfHsp40 yeast | TcdB inh | BoNT A protease | CCHFV vOTU inh | Anthrax LF inh2 | DUSP3 inh | Vc quorum ag
CCOC(=O)CNC(=O)C1COc2ccccc2O1 (stereo not drawn) | -10.0 | -12.5 | 1.6 | -0.6 | -1.8 | -1.3 | -4.7 | -6.9 | -7.2 | 0.2
CS(=O)(=O)c1ccc2nc(NC(=O)C3CC(=O)N(c4ccccc4)C3)sc2c1 (stereo not drawn) | -2.6 | -6.4 | -2.5 | 1.4 | 1.8 | 0.6 | 3.5 | 2.0 | -2.9 | -0.4
O=C(OCC(=O)c1cccs1)c1ccc([N+](=O)[O-])o1 | 5.7 | 2.0 | -0.3 | -1.3 | 1.7 | -0.2 | 31.4* | 0.9 | 5.2 | -0.4
O=C(C(Cc1ccccc1)n1cccc1)N1CCCCCC1 (stereo not drawn) | -4.5 | 15.4 | -0.7 | -0.8 | -0.2 | -0.8 | -4.7 | -2.0 | 15.1 | -0.3
Cc1cc(Cl)n2c(nc3ccccc32)c1C#N | 9.5 | 10.5 | -4.1 | 2.3 | 0.8 | -0.5 | -76.3 | -2.6 | 18.1 | -0.3
C[C@H](CO)N1C[C@H](C)[C@@H](CN(C)C(=O)NC2CCCCC2)OCc2cnnn2CCCC1=O | · | 3.3 | · | · | 0.0&-0.6&0.1 | 0.5 | -2.8 | -2.0 | · | i
COc1cc(C(=O)NNC(=O)c2ccc(NC(=O)C(C)(C)C)cc2)cc(OC)c1OC | -3.5 | 5.4 | 4.1 | -1.3 | -1.8 | 1.2 | -7.3 | -7.7 | 34.9 | -0.4
C=CC[C@H](CC(=O)N(CCO)Cc1ccccc1)C(=O)N[C@H](COC(=O)[C@@H](CC=C)CC(=O)OC(C)(C)C)Cc1c[nH]c2ccccc12 | 7.6 | 13.0 | · | 4.3 | 0.2 | 0.4 | 22.2 | 0.3 | · | i
COc1ccc(-c2csc3ncnc(N4CCN(c5cccc(Cl)c5)CC4)c23)cc1 | -7.7 | 23.8 | 5.9 | 0.4 | · | -0.7 | · | 5.2 | -17.1 | i
COc1ccc(-c2cc(C(=O)OCC(=O)Nc3ccc4c(c3)OCO4)c3ccccc3n2)cc1 | 5.8 | -12.4 | 1.2 | 0.0 | 0.5 | 0.9 | -14.3 | -1.4 | 37.3 | -1.2

3 records picked at random from the list so far:
SMILES | PriA SSB inh | Yp Topo-I inh | SARS 3CLpro inh | PfHsp40 yeast | TcdB inh | BoNT A protease | CCHFV vOTU inh | Anthrax LF inh2 | DUSP3 inh | Vc quorum ag
O=C(C(Cc1ccccc1)n1cccc1)N1CCCCCC1 (stereo not drawn) | -4.5 | 15.4 | -0.7 | -0.8 | -0.2 | -0.8 | -4.7 | -2.0 | 15.1 | -0.3
COc1cc(C(=O)NNC(=O)c2ccc(NC(=O)C(C)(C)C)cc2)cc(OC)c1OC | -3.5 | 5.4 | 4.1 | -1.3 | -1.8 | 1.2 | -7.3 | -7.7 | 34.9 | -0.4
CS(=O)(=O)c1ccc2nc(NC(=O)C3CC(=O)N(c4ccccc4)C3)sc2c1 (stereo not drawn) | -2.6 | -6.4 | -2.5 | 1.4 | 1.8 | 0.6 | 3.5 | 2.0 | -2.9 | -0.4

Next structures:
SMILES | PriA SSB inh | Yp Topo-I inh | SARS 3CLpro inh | PfHsp40 yeast | TcdB inh | BoNT A protease | CCHFV vOTU inh | Anthrax LF inh2 | DUSP3 inh | Vc quorum ag
CCOc1ccc(S(=O)(=O)N2CCC(C(=O)Nc3ccccc3N3CCCC3)CC2)cc1 | · | 0.6 | · | · | -2.9 | -0.8 | 19.4 | 0.0 | · | i
O=C1CN(C(=O)COC(=O)CCc2ccccc2O)c2ccccc2N1 | -3.5 | -0.2 | · | 0.0 | 1.2 | -3.6 | -2.2 | -2.7 | · | 1.0
Nn1c(COc2ccccc2F)nnc1SCC(=O)NC1CCCC1 | -4.5 | 20.1 | 4.6 | -0.3 | 2.5 | · | -7.0 | · | 12.6 | -0.3
CCc1ccccc1OCC(=O)OCC(=O)c1c(N)n(C)c(=O)n(C)c1=O | -18.6 | -8.5 | 5.8 | -0.9 | 1.8 | -1.0 | 3.3 | -5.9 | 17.9 | -0.1
COc1ccnc(Oc2ccccc2)c1C#N | -7.5 | -4.0 | 1.5 | 2.4 | 0.9 | 0.6 | -10.7 | 3.1 | -4.7 | -0.5
CCCCc1nc(SCCN2CCOCC2)c2c(=O)n(C)c(=O)n(C)c2n1 | -3.5 | 21.7 | -0.6 | -0.6 | 0.9 | -0.7 | 11.8 | -3.6 | 5.9 | 2.4
O=S(=O)(c1ccccc1)N1CCCN(S(=O)(=O)c2ccccc2)CC1 | -17.9 | 8.3 | -0.5 | 0.6 | 0.6 | -0.4 | -5.8 | -16.7 | · | -1.4
O=C(Nc1c(Cl)ccc2nsnc12)c1cccnc1 | 9.7 | -2.4 | -3.7 | 2.1 | 1.3 | 0.2 | 10.8 | 0.2 | 2.1 | i
O=C1CCC(c2ccccc2)c2ccccc21 (stereo not drawn) | -10.5 | -5.1 | · | · | 0.6 | 4.1 | -1.6 | 12.0 | · | i
C[C@H]1O[C@H]1P(=O)(O)O | -27.4 | 11.8 | 1.0&-7.5 | 0.4 | 0.1 | -0.4 | -7.1 | -7.7 | 0.9 | 29.2*
CN(Cc1ccccn1)C(=O)CC1C(=O)NCCN1Cc1ccc(F)cc1Cl (stereo not drawn) | -1.5 | 4.6 | 1.8 | 0.2 | 0.7 | -1.3 | 9.1 | 0.2 | -9.0 | -5.8
O=C(COC(=O)Cc1c(Cl)cccc1Cl)NCCC1=CCCCC1 | -16.7 | 21.6 | 1.8 | 0.2 | 0.3 | -1.0 | 4.5 | 0.5 | -7.5 | -0.2
Nc1ccc(-c2sc(N)nc2-c2ccccc2)cc1 | 16.4 | -16.5 | -0.8 | 0.8 | · | -0.3 | 7.9 | -3.1 | 43.7 | i
Cc1ccc(CN2CCN(Cc3cnc(C)[nH]3)CC2CCO)cc1 (stereo not drawn) | -6.0 | 1.4 | -6.5 | -1.8 | -0.6 | 0.5 | -9.7 | -0.2 | 11.1 | -0.2
C=CCOc1ccc2ccccc2c1CNn1cn[nH]c1=S | 13.6 | 0.5 | -0.1 | -0.1 | 0.5 | 1.1 | 1.5 | 23.1 | -18.5 | i
O=C(CC1NCCNC1=O)Nc1ccccc1 (stereo not drawn) | -5.0&-3.7 | -6.5 | 6.7 | -0.3 | 1.5 | 0.2 | -12.6 | 0.2 | 12.1 | -0.4
COc1cc(OC)cc(C2=NC3(CCC(C)CC3)NC2=S)c1 (stereo not drawn) | 3.0 | 7.2 | -1.3 | 11.2 | 1.9 | -0.9 | -2.2 | -5.2 | -5.2 | -0.5
Cc1ccc(N(Cc2ccc(C(=O)Nc3c(C)n(C)n(-c4ccccc4)c3=O)cc2)S(C)(=O)=O)cc1C | -3.7 | -4.2 | -1.5 | -0.2 | -2.6 | 0.7 | -14.4 | -4.7 | 0.6 | -0.3
O=C(NCC1CCCO1)c1ccc(NS(=O)(=O)c2ccccc2)cc1 (stereo not drawn) | -6.3 | 37.3 | 2.0 | -1.7 | 1.8 | -0.9 | 14.1 | -1.0 | -16.8 | -0.2
CC(=O)OC1CCC2(C)C(CCC3C2CC(=O)C2(C)C3CC(C3CCCC3=O)C2C(C)=O)C1 (stereo not drawn) | -6.1 | 16.4 | · | 0.0 | -1.0 | -0.2 | 7.0 | 6.8 | · | -1.1
CC(NC(=O)COC(=O)[C@@H]1CCCN1S(=O)(=O)c1ccccc1F)C12CC3CC(CC(C3)C1)C2 (stereo partly drawn) | -1.4 | 25.1 | -0.6 | -0.2 | · | -0.2 | 6.6 | -1.0 | -6.7 | -0.3
Cc1ccc(-n2cnc(=O)c3cccnc32)cc1 | -6.0 | 5.9 | -0.7 | 0.1 | · | 0.1 | -1.0 | -3.2 | 17.3 | -0.7
CCN(CC)c1nc2cc(OC)ccc2cc1C#N | -0.5 | 5.0 | 0.7 | 0.5 | · | 30.8* | -8.3 | 19.1 | -1.5 | -1.0
N#Cc1cccc(NC(=O)CSc2ccc3c4c(cccc24)C(=O)c2ccccc2-3)c1 | 0.6 | -8.7 | -2.2 | -0.8 | · | 43.6* | -2.7 | 27.6 | -2.0 | i
Cc1cccc(C)c1NC(=O)C1(NC(=O)C2CCC(=O)N2)CCCCC1 (stereo not drawn) | -10.8 | -2.9 | -0.1 | -1.7 | · | 0.6 | -3.0 | 0.2 | -11.3 | -0.2
CN(c1ccccc1)S(=O)(=O)c1cccc(NC(=O)CSc2nncn2C)c1 | -16.1 | -3.7 | -1.8 | -0.5 | 1.0 | 0.5 | -0.6 | 4.7 | -2.7 | -0.3
CCOC(=O)c1c(NC(=S)Nc2ccccc2C)sc2c1CCC2 | -22.7 | 2.4 | -3.0 | 1.0 | 0.6 | -0.6 | 14.1 | -2.6 | -4.6 | i
Cc1ccc(S(=O)(=O)NCC(=O)OCc2ccccc2Br)cc1 | -6.0 | 12.4 | 11.1 | -1.3 | 1.4 | -1.4 | -12.4 | 2.9 | 22.0 | -0.7
Cc1noc(C)c1COc1ccccc1C(=O)NCc1ccccc1Cl | -5.5 | 12.0 | · | -0.9 | 1.5 | · | -8.0 | · | · | i
Cc1ccc(CCNC(=O)c2ccc(CS(=O)(=O)Cc3ccccc3F)o2)cc1 | 5.2 | 11.9 | 5.4 | 0.7 | · | 1.6 | -4.5 | -1.6 | 10.8 | -0.2
Cc1ccccc1NS(=O)(=O)c1nnc(NC(=O)c2ccc(Cl)cc2)s1 | -2.2 | -1.3 | 7.4 | -0.4 | -0.8 | -0.1 | 0.0 | -3.3 | 13.4 | -0.2
Nc1ccc2ccccc2c1 | 23.0 | -7.8 | · | -0.9 | -1.8 | -1.5 | -2.7 | 9.6 | · | i
Cc1[nH]c(C)c(S(=O)(=O)NCc2ccc(OC(C)C)cc2)c1C(=O)N1CCCC1 | 0.1 | 2.5 | 5.5 | 11.4 | 0.5 | -0.7 | 3.7 | -3.7 | -25.6 | -0.6
Cc1ccccc1NC(=O)CS(=O)(=O)c1cn(CC(=O)N2CCOCC2)c2ccccc12 | 3.5 | 3.3 | -3.3 | 18.7 | 1.7 | -1.4 | -2.9 | -3.7 | -2.9 | i
C=CCC(=O)NC1CC(C)(C)Cc2c1cnn2-c1ccccc1C (stereo not drawn) | -10.2 | 5.7 | -5.0 | -1.2 | 1.4 | -1.1 | -4.5 | 21.3 | -3.8 | i
COc1ccccc1NS(=O)(=O)c1cc(NC(=O)c2ccc(Cl)nc2)ccc1Cl | 3.8 | -4.7 | 0.4 | 0.5 | · | -0.1 | -6.3 | -0.9 | -7.4 | i
COc1ccc(CCNC(=O)CN2CCN(Cc3ccc(F)cc3)C2=O)cc1OC | 0.8 | 3.5 | 4.5 | 0.0 | 0.5 | -0.7 | -10.8 | 0.7 | -0.2 | ·
CCn1c(=O)c2c3c(sc2n2cnnc12)CCC3 | -26.1 | -2.6 | 1.7 | -2.4 | · | -1.2 | 6.3 | -1.5 | 1.6 | -0.1
O=C(Nc1ccc(S(=O)(=O)N2CCCC2)cc1)c1ccc(CN2CCc3ccccc3C2)cc1 | 2.5 | 10.3 | -1.0 | 1.7 | · | -0.3 | -1.5 | -1.8 | 22.5 | -0.3
